S1P4 antagonist = S1P4 receptor antagonists, primary screen, cell-based. Sphingosine 1-phosphate receptor 4 (Homo sapiens), O95977. AID 1510, 2009. inhibition, % at 4.98 µM. S1P4-expressing cells, antagonist mode, reporter read-out. 220,000 compounds, 0.26% hits; in the data active = inhibition above about 29%;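 note: 0% = wells stimulated with agonist and 100% = vehicle wells without agonist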
Target sequence (O95977 whole entry, looked up): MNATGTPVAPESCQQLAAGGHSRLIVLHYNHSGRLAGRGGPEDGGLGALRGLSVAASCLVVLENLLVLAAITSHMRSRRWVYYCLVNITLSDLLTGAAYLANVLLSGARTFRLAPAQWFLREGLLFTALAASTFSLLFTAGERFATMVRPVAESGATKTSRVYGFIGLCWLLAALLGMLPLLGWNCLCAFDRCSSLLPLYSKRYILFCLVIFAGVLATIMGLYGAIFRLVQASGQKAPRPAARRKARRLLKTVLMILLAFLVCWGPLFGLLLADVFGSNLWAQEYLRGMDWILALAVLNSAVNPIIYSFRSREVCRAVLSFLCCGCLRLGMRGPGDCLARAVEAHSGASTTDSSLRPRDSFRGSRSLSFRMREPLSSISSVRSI
eIF4E-4G inh = eIF4E–eIF4G protein interaction inhibitors, primary screen, biochemical, uHTS, TR-FRET, eIF4GI fragment; Eukaryotic translation initiation factor 4E (Mus musculus) + Eukaryotic translation …; TR-FRET eIF4E-eIF4GI(517-606) binding, 2 h; inhibition, % at 21.7 µM; 220,000 compounds, 0.37% hits;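 active = inhibition above about 30%, limit read from the data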;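 note: 0% = full FRET control wells and 100% = background wells lacking eIF4GI fragment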
Mdm2 ligase inh = MDM2-luciferase reporter signal enhancers, primary screen, MDM2 E3 ligase inhibitor project, cell-based, luminescence, 1536-well. E3 ubiquitin-protein ligase Mdm2 (Homo sapiens), Q00987. cell-based MDM2 ubiquitination luciferase reporter, 2 h; 0 = plate control, 100 = twice control, blank-subtracted. signal enhancement, % at 5 µM. 210,000 compounds, 0.11% hits;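 active = signal enhancement of 30% or more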;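 note: luminescence tracks abundance of the self-degrading MDM2-luciferase fusion protein; higher signal means inhibition of MDM2 E3 ligase activity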
Target sequence (Q00987 whole entry, looked up, the tested form may be a part): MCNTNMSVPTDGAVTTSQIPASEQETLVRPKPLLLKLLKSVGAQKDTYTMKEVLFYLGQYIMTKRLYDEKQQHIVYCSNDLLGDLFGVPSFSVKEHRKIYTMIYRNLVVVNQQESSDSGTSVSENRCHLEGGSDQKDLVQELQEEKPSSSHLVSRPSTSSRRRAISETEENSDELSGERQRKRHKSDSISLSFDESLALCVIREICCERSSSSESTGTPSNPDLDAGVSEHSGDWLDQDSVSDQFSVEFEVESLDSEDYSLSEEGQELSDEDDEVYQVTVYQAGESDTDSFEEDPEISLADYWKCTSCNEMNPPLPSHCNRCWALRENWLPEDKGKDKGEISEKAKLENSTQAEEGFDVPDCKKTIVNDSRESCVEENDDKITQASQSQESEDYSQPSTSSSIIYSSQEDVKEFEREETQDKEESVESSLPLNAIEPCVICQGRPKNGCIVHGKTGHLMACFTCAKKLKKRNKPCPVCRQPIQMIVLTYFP
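system = mammalian cells stably expressing self-ubiquitinating, self-degrading MDM2 E3–luciferase fusion | quantity = 2000 cells per well seeded | incubation = 4 h cell settling then 2 h compound exposure, 37 °C | signal = SteadyLite luminescence, 15 min reagent step | benchmarks = plate control and blank wells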
Ba/F3 V617F tox = reduced viability of JAK2V617F-dependent Ba/F3 cells, primary screen, JAK2V617F inhibitor project, cell-based, Ba/F3 EpoR-JAK2V617F, luminescence | ATP luminescence | inhibition, % at 5.6 µM | 220,000 compounds, 1.1% hits | AID 1446, 2008;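 active = inhibition above the campaign mean plus 3 SD over all tested compounds, cut at about 24% in these data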;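 note: cytokine-independent growth of Ba/F3 cells driven by EpoR plus mutant JAK2; 0% = DMSO-treated cells and 100% = JAK inhibitor I control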
NPY-Y2 PAM-ag = NPY-Y2 potentiators or agonists, primary screen, cell-based | cells expressing NPY-Y2, potentiator/agonist read-out | Neuropeptide Y receptor type 2 (Homo sapiens), P49146 | 220,000 compounds, 0.45% hits | activation, % at 3.6 µM; in the data active = activation above about 27%;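 note: cells stimulated with NPY near EC25 plus isoproterenol at EC100; 0% = vehicle plus submaximal agonist and 100% = vehicle plus saturating agonist; some results beyond the cut were filed as inactive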
BaF3 tox = parental Ba/F3 cell viability inhibition, counter-screen for JAK2V617F inhibitor project, murine pro-B, CellTiter-Glo luminescence; inhibition, % at 5.6 µM; CellTiter-Glo ATP luminescence; 220,000 compounds, 1.1% hits;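 active = inhibition above a per-campaign cutoff, the mean inhibition of all tested compounds plus 3 SD, cut at about 27% in these data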;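 note: 0% = DMSO wells and 100% = JAK Inhibitor I control wells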
PERK inh = block of dimerizer-induced PERK translation repression, primary screen, PERK inhibitor project, CHO PERK-DD cells, SEAP luminescence, HTS; Eukaryotic translation initiation factor 2-alpha kinase 3 (Homo sapiens), Q9NZJ5; CHO PERK-DD fusion, SEAP luminescence translation reporter; inhibition, % at 5.6 µM; 220,000 compounds, 0.17% hits; AID 1416, 2008;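 active = inhibition above the mean inhibition of all tested compounds plus 3 SD, set separately per screening campaign, cut at about 2.9% in these data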;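 note: PERK kinase domain activated by AP20187 dimerizer at 100 nM; 0% = DMSO with dimerizer and 100% = rapamycin at 8.4 µM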
S1P4 agonist = S1P4 receptor agonists, primary screen, cell-based | Sphingosine 1-phosphate receptor 4 (Homo sapiens), O95977 | S1P4-expressing cell line, agonist reporter assay | activation, % at 4.98 µM | 220,000 compounds, 0.35% hits | AID 1509, 2009; in the data active = activation above about 11%;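 note: 0% = DMSO vehicle and 100% = reference agonist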
Wee1 stabilizer = Wee1 degradation inhibitors, primary screen, cell-based, HeLa, Wee1K328M-luciferase, luminescence. AID 1321, 2008. HeLa Luc-Wee1K328M stability; 100% = proteasome inhibitor MG132 effect. 220,000 compounds, 1.2% hits. reporter increase, % at 5 µM. Wee1-like protein kinase (Homo sapiens), P30291;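 active = activation above the mean of all tested compounds plus 3 SD, set per screening run, cut at about 8.8% in these data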;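 note: cells exposed to compound for 20 h before luminescence read; 0% = DMSO alone and 100% = MG132 at 30 µM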
Starred values were filed as active, the others as inactive; nt = no result given; [ ] = dose if it differs, or a comment. An unsorted share of the library; about 4.1% have a hit in one of these screens.

no. | SMILES | eIF4E-4G inh | S1P4 agonist | NPY-Y2 PAM-ag | S1P4 antagonist | Wee1 stabilizer | Mdm2 ligase inh | PERK inh | Ba/F3 V617F tox | BaF3 tox
1 | CCOC(=O)c1c(NC(=O)CSc2nnc(CNc3ccc(C)cc3C)o2)sc(C)c1C | -1 | 1.0 | -7 | -15 | -2 | nt | 1.0 | 1 | 3
2 | O=C(CSc1nnc(-c2ccco2)o1)NC1CC2CCC1C2 (centres undefined) | 7[fluorescence artefact?] | 1.0 | -4 | 3 | 0 | -3 | 0.3 | -2 | 1
3 | Cc1ccc(N2C(=O)c3ccc(C(=O)Nc4cccnc4)cc3C2=O)c(C)c1 | -17 | 2.8 | 17 | 1 | 0 | -12 | -0.1 | -1 | 4
4 | Cc1onc(-c2ccccc2Cl)c1C(=O)c1ccccc1 | -1 | 0.1 | -1 | -9 | 4 | 2 | 0.5 | -3 | 5
5 | COc1ccc2[nH]c(=O)c(CN(Cc3cccnc3)C(=S)NCC3CCCO3)cc2c1 (centres undefined) | -3 | 1.6 | -9 | 1 | -2 | 3 | -0.1 | 4 | 10
6 | CCc1c(C)nc(SCC(=O)CC(=O)OC(C)C)c(C#N)c1C | 3 | 2.3 | 2 | -9 | 0 | -5 | 0.1 | 2 | 2
7 | COCCNC(=O)CSc1nnc(-c2ccccc2F)n1Cc1ccccc1 | 1 | 0.3 | -13 | 9 | 1 | -2 | 0.4 | -2 | 7
8 | CC1=CC(C)(C)N(S(=O)(=O)c2ccc(C)cc2)c2ccccc21 | 8 | -0.7 | -11 | 6 | 4 | -9 | 0.6 | 30* | 11
9 | Nn1c(SCc2nc3ccccc3[nH]2)nnc1-c1ccccc1 | -1 | -0.1 | -6 | -8 | -1 | 0 | -0.7 | -3 | 1
10 | CC(OC(=O)c1cccc(N2C(=O)c3ccccc3C2=O)c1)C(=O)Nc1ccc(N(C)C)cc1 (centres undefined) | 3 | 0.6 | 8 | -20 | 3 | -3 | 0.4 | -1 | 3
11 | CC1Cc2ccccc2N1CC(=O)NC(=O)NC1CCCC1 (centres undefined) | 0 | -0.1 | -5 | 3 | 2 | -11 | 0.7 | 0 | 4
12 | CC1=C(OC(=O)c2ccccc2)C(C)(C)C(c2ccccc2)OC1=O (centres undefined) | 2 | -1.6 | 10 | 3 | 0 | -17 | 0.1 | 1 | 2
13 | CNC(=O)c1ncnnc1N(C)C(=O)NCc1ccccc1 | 5 | 1.4 | 6 | 5 | -1 | -11 | 1.5 | -3 | 0
14 | CCN(CCCNC(=O)c1[nH]c(C)c(C(C)=O)c1C)c1ccccc1 | -6 | 0.3 | 17 | -13 | -1 | -1 | 0.8 | -2 | 5
15 | Cc1[nH]nc(N2CCCCC2)c1[N+](=O)[O-] | 3 | 1.9 | 8 | 7 | 0 | -10 | 0.3 | 2 | 10
16 | CCNC(=O)CCn1nc(-c2ccc(Cl)cc2)c2ccccc2c1=O | -6 | -0.2 | 5 | 3 | -3 | 4 | -0.4 | -1 | 3
17 | CCC(c1nnc(SCC(=O)Nc2ccc(Cl)cc2C(F)(F)F)n1C1CCCCC1)N(C)C (centres undefined) | -2 | -0.1 | -5 | -2 | -2 | -16 | -0.5 | -1 | 9
18 | Cc1cc(C(=O)COC(=O)c2ccc([N+](=O)[O-])o2)c(C)n1CC1CCCO1 (centres undefined) | 2 | -1.2 | 0 | 8 | -1 | -24 | 0.4 | 0 | -3
19 | Cc1cccc(-n2c(N)c(C(=O)NCCN3CCOCC3)c3nc4ccccc4nc32)c1 | -2 | 1.7 | 8 | -10 | -2 | -18 | -0.5 | -4 | 2
20 | CCCCCCc1c(C)nc(-n2[nH]c(C)c(CCO)c2=O)[nH]c1=O | 6 | -0.9 | 2 | -8 | -2 | -25 | 1.1 | 5 | 15
21 | O=C(Nc1ccccc1)Nc1cccc(Cl)c1Cl | -8 | -1.5 | -15 | -10 | 3 | -8 | -0.2 | -2 | 5
22 | COC(=O)COc1ccc(S(=O)(=O)Nc2cc(OC)ccc2OC)cc1 | 5 | 1.9 | 11 | -11 | 3 | -5 | 0.4 | -2 | -1
23 | CCOc1ncccc1C(=O)OCC(=O)c1ccc(C)c(C)c1 | 0 | -1.1 | -12 | -10 | 1 | -9 | -0.1 | 1 | 1
24 | CCCCCCCC(=O)OC(CN1CCCCC1)CN1CCCC1=O (centres undefined) | -3[fluorescence artefact?] | 0.1 | -16 | -11 | 2 | -29 | -0.2 | 3 | 6
25 | O=C(CC1C(=O)NCCN1Cc1ccc(F)c(F)c1)NCCCn1ccnc1 (centres undefined) | 3 | -0.2 | -2 | -6 | 0 | 6 | 0.6 | -1 | 8
26 | O=C1NC(=S)/C(=C\c2ccc(-c3ccccc3Cl)o2)S1 | 8 | 0.7 | 6 | -12 | 1 | -6 | 0.5 | 0 | 4
27 | COc1ccc(NC(=O)C(NC(=O)Cc2cccs2)c2ccccc2)cc1 (centres undefined) | 4[fluorescence artefact?] | 0.9 | 11 | -7 | -3 | -13 | 1.2 | -1 | 4
28 | O=C(NCCCc1ccccc1)c1ccccc1O | -3 | -1.9 | 9 | -10 | 1 | -5 | 1.0 | 0 | 7
29 | CCc1c(C)sc(NC(=O)c2cc(-c3ccco3)on2)c1C#N | -2 | 1.6 | -8 | 4 | -1 | -10 | 0.9 | -1 | 1
30 | O=C1C2C3C=CC(C3)C2C(=O)N1c1ccc(S(=O)(=O)Nc2nccs2)cc1 (centres undefined) | 0 | 1.3 | 11 | -5 | -2 | -8 | 0.6 | -3 | -1
31 | CC12CN3CC(C)(CN(C1)C3c1ccc3ccccc3c1O)C2=O (centres undefined) | 2 | -0.5 | 4 | 1 | -1 | -16 | 0.7 | -1 | 2
32 | O=C(/C=C/c1ccncc1)c1ccc2c(c1)OCCO2 | -4 | 0.2 | -9 | 5 | -3 | 2 | 0.5 | -3 | 7
33 | O=C(/C=C/c1ccc(F)cc1)Nc1cc(S(=O)(=O)N2CCOCC2)ccc1N1CCCC1 | 0[fluorescence artefact?] | 0.6 | -1 | -8 | -3 | 0 | -0.2 | 1 | 7
34 | Cc1c(Cl)c(C(=O)NC2CCCC2)nn1C | 2[fluorescence artefact?] | 1.2 | -7 | -5 | 1 | -16 | 0.3 | -1 | 7
35 | O=c1oc(-c2cccs2)nc2sc3c(c12)CCC3 | -2 | 2.5 | 3 | -15 | 3 | -11 | 0.5 | 1 | 2
36 | CNc1nc(SCC(=O)OC)nc(N2CCOCC2)n1 | -6 | 0.8 | 6 | 5 | 0 | -18 | 1.4 | -4 | 4
37 | O=C(NC1CCCCCC1)C1CCN(S(=O)(=O)c2ccccc2)CC1 | -1[fluorescence artefact?] | -1.2 | 2 | -4 | 4 | -21 | 0.3 | 1 | 8
38 | CCOc1ccc(NC(=O)NCc2cccnc2)cc1 | 0 | -0.5 | -1 | -2 | -2 | -14 | 1.6 | 2 | 9
39 | CCCCc1c(C)[nH]c(=S)[nH]c1=O | -16 | -0.9 | -11 | -9 | 6 | nt | 0.8 | 2 | -8
40 | O=C(COc1ccccc1F)Nc1ccc(S(=O)(=O)NCc2ccco2)cc1 | -3 | -2.1 | 3 | -8 | -1 | -23 | 1.1 | -4 | 1
41 | Cc1ccc(S(=O)(=O)NNC(=O)CCC(=O)Nc2ccccc2)cc1 | 4[fluorescence artefact?] | -0.7 | 12 | -18 | 0 | -4 | 1.9 | -1 | -1
42 | Cn1nc(C(F)(F)F)c(-c2ccccc2)c1NC(=O)CSCC(=O)O | 1 | -0.8 | -5 | -3 | 1 | -8 | 1.8 | -5 | 1
43 | CC1CCCN(C(=O)c2ccccc2OC2CCN(S(C)(=O)=O)CC2)C1 (centres undefined) | -2 | -1.5 | 7 | -11 | -1 | -17 | 0.5 | -3 | -1
44 | O=C1CC(c2cccnc2)c2cc3c(cc2N1)OCO3 (centres undefined) | -1 | -1.2 | 10 | 0 | 0 | -18 | 1.1 | -1 | 4
45 | Cc1ccccc1C(=O)NC(=S)Nc1ccc(Oc2ccc(Cl)cc2)cc1 | 11 | -1.9 | 7 | -5 | -2 | -9 | 1.3 | -3 | 0
46 | CNc1nc(Sc2ccc(C)cc2)cc(C(F)(F)F)n1 | 0 | 1.8 | -15 | -3 | 0 | -25 | 1.0 | 0 | 3
47 | CCOC(=O)NN1C(=O)c2ccccc2NC1c1ccc(N(C)C)cc1 (centres undefined) | 2 | 2.3 | 1 | -16 | 3 | 2 | 0.5 | 0 | 7
48 | CN(C)CCCOc1cccc(Oc2ccccc2)c1 | 2 | 0.6 | -5 | -3 | -1 | 3 | 1.0 | 1 | 5
49 | OC(C#CCN1CCCC1)(c1ccccc1)c1cccc(F)c1 (centres undefined) | -3 | 2.5 | -12 | 0 | -1 | -8 | -0.7 | 2 | 4
50 | COC(=O)c1ccc(C)c(NC(=O)CCc2cc(OC)c(OC)c(OC)c2)c1 | -3 | 1.5 | 0 | -6 | -1 | -1 | -0.1 | -2 | 4
51 | CCSCCOC(=O)C1=C(C)NC(=O)NC1c1ccccc1 (centres undefined) | -1 | 1.1 | 9 | -13 | -1 | -19 | 0.9 | -6 | -1
52 | COc1cc(C(c2c(C)[nH][nH]c2=O)c2c(C)[nH][nH]c2=O)cc(OC)c1OC | 3 | -0.2 | 13 | 2 | -2 | 0 | -0.8 | 5 | -2
53 | CC(C)(C)c1csc(NNC(=O)c2ccc(Cl)cc2)n1 | -6 | 0.4 | 6 | 11 | -1 | -16 | 0.3 | -4 | -3
54 | CCC(C)(C)NC(=O)C(c1ccc(F)cc1)N(Cc1ccco1)C(=O)c1cnccn1 (centres undefined) | -1[fluorescence artefact?] | 1.4 | -3 | -6 | 0 | -3 | -0.6 | 0 | 4
55 | CC1N(C)c2cc(NC(=O)c3ccco3)c(P(=O)(Nc3ccc([N+](=O)[O-])cc3)N3CCOCC3)cc2C1(C)C (centres undefined) | 8 | 1.1 | 22 | -8 | 2 | -14 | -0.3 | 1 | 1
56 | O=S(=O)(Nc1ccc2nc(-c3ccco3)[nH]c2c1)c1ccccc1 | -1 | 1.5 | -2 | -2 | 0 | -1 | -1.0 | -1 | -1
57 | CCOC(=O)C1CCN(C(=O)c2cccc(NC(=O)C(CC)CC)c2)CC1 | 3 | 0.3 | -16 | -1 | -2 | -21 | -0.4 | -8 | 2

Screening data from PubChem.
